Compound activity deposited in PubChem by Sanford-Burnham Center for Chemical Genomics.
APJ ag = APJ receptor agonism. activation, % at 20 µM. P35414. CHO-K1 APJ PathHunter beta-arrestin, luminescence; 0% DMSO wells, 100% apelin. actives 0.11% (n = 330,000);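 active = activation more than six SD over the plate average, tested at 20 µM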;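 also: 0% = DMSO alone and 100% = apelin-13 at 10 nM; some results filed as inactive read as strong as hits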
Target sequence (P35414 whole entry, looked up): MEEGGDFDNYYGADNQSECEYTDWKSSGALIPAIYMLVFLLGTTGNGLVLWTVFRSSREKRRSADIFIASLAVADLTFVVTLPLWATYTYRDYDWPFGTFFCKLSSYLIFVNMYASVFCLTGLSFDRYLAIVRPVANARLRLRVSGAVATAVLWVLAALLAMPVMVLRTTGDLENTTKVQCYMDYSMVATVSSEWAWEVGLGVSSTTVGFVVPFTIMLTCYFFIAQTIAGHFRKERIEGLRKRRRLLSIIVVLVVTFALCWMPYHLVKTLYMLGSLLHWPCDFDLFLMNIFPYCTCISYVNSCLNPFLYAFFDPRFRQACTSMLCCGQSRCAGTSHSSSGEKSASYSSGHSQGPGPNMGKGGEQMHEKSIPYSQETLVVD
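Test system – PathHunter CHO-K1 APJ (AGTRL-1) beta-arrestin reporter cells · Input – 1000 cells/well · Compound – single test compound dose, 20 µM final, 1% DMSO · Times – compound stimulation 90 min at 25 °C, detection 60 min · Technique – beta-gal luminescence · Read-out basis – APJ–arrestin association signal · Control set – negative DMSO alone, positive Apelin-13 at 10 nM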
MPTP inh = permeability transition pore inhibition. isolated mouse mitochondria, Ca2+ swelling absorbance, 30 min. inhibition, % at 10 µM. actives 1.4% (n = 360,000);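 active = inhibition of 50% or more, scaled per plate between neutral and stimulator controls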;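 also: 0% = DMSO wells given calcium and 100% = 1 mM EGTA wells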
tim10-1 inh = tim10-1 yeast growth inhibition | S. cerevisiae tim10-1 ts strain growth, BacTiter-Glo, 24 h | actives 2.2% (n = 330,000) | inhibition, % at 20 µM;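 active = inhibition of at least 40%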;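 also: mutant grown at 25 °C; 0% = DMSO wells with yeast and 100% = wells holding no yeast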
tim23-1 inh = growth inhibitors of tim23-1 mutant yeast; S. cerevisiae tim23-1 growth, BacTiter-Glo luminescence, 24 h; inhibition, % at 20 µM; actives 1.3% (n = 330,000); AID 463212;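 active = growth inhibition of the mutant yeast at or above 50%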;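 also: temperature-sensitive mutant grown at 25 °C; plate controls were DMSO-treated mutant yeast for no effect and medium wells lacking yeast for full effect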
APJ antagonist = APJ receptor antagonism. P35414. CHO-K1 APJ beta-arrestin complementation, luminescence. inhibition, % at 20 µM. actives 0.32% (n = 330,000). AID 2521;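 active = inhibition above about 40% at 20 µM, limit read from the data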;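 also: cells challenged with 10 nM apelin-13 agonist together with compound; plate controls were apelin-13 plus DMSO wells for no effect and DMSO wells lacking apelin-13 for full effect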
NR3A LBD binder = modulates the human NR3A ligand-binding domain. actives 2.5% (n = 340,000). NR3A LBD differential scanning fluorimetry, Tm shift; 0% = protein alone, 100% = glycine-bound protein. Tm shift relative to glycine control, % at 25 µM. AID 1259313;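 active = melting temperature shift of at least 10% of the positive control shift, at one fixed dose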
beta cell repl = induces beta-cell replication in MIN6 cells; MIN6 cells proliferation, ATPlite luminescence, 48 h; cells starved in 0.2% serum; 100% = growth in 10% serum; proliferation, % at 10 µM; actives 0.29% (n = 330,000);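 active = compounds whose signal lies at least 3.5 SD above the mean of all wells on their plate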;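 also: 0% = DMSO-treated cells in low-serum medium and 100% = 10% serum control; some compounds called inactive have numbers as strong as hits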
TIM10 inh = growth inhibitors of TIM10 yeast strain; S. cerevisiae TIM10 strain growth, BacTiter-Glo luminescence, 24 h; inhibition, % at 10 µM; actives 1.4% (n = 330,000);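 active = inhibition of 40% or more at the single tested concentration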;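 also: wild-type TIM10 isogenic control strain grown at permissive 25 °C; 0% = DMSO yeast wells and 100% = minimal medium wells without yeast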
NLRP3 yeast inh = NALP3 inhibition in yeast; Yeast reconstituted NLRP3/ASC/caspase-1, beta-gal luminescence, 24 h; inhibition, % at 10 µM; actives 0.39% (n = 330,000);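 active = inhibition of 50% or more; inactive = inhibition below 50%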;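 also: plate controls were induced DMSO wells for no effect and uninduced yeast grown without galactose for full effect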
Active calls of the source: *; . = no result given.

SMILES	APJ ag	MPTP inh	tim10-1 inh	tim23-1 inh	APJ antagonist	NR3A LBD binder	beta cell repl	TIM10 inh	NLRP3 yeast inh
CC(=O)NC12CC3CC(C1)CC(C(=O)N1CCN(S(=O)(=O)c4ccccc4[N+](=O)[O-])CC1)(C3)C2	-4	-0.9	-7	-2	15	-1	0	5	13
COc1ccc(CCn2c(C3CCCCC3)nc3c(c(=O)c4ccccc4n3C)c2=O)cc1OC	6	4.5	-30	25	2	-1	-2	16	64*
Cc1cc(C)cc(N(CCC#N)C(=O)COC(=O)C2CCN(S(=O)(=O)c3ccc(C)c(C)c3)CC2)c1	1	-2.4	1	-2	-4	-2	-4	7	-1
Cc1cc(OCCCC(=O)Nc2nnc(C3CC3)s2)ccc1Cl	-4	-0.7	5	13	19	4	-1	11	-3
Cc1cccc(OCc2nnc(SCC(=O)Nc3cccc(C(=O)N4CCOCC4)c3)o2)c1C	-1	0.8	15	4	15	-4	0	-14	9
C=CCOc1ccc(/C=C2/C(=O)ON=C2C)cc1OC	4	0.3	15	26	7	0	-3	1	-11
CN(c1ccccc1)S(=O)(=O)c1ccc2c(c1)oc(=O)n2C	1	-0.8	-1	0	-18	1	-1	-10	34
COc1ccc(C2NC(=O)c3ccccc3O2)cc1OC (centres undefined)	0	0.4	18	23	-5	.	-1	-4	11
CCCCC(=O)Nc1cc(N(C)C)nc2ccccc12	-4	-0.5	-9	-6	10	-3	-3	-8	12
COc1cc(/C=C(/C#N)C(=O)NCCc2c[nH]c3ccccc23)ccc1OCc1ccccc1F	11	-0.4	21	1	7	3	-6	4	-5
CCOC(=O)CN1CC23C=CC(O2)C(C(=O)NCc2ccc(F)cc2)C3C1=O (centres undefined)	-3	-1.6	-15	7	16	-2	-2	-5	11
O=C(CSc1ccc(-c2ccccn2)nn1)c1ccc(F)cc1	-2	0.4	0	17	-12	0	-2	15	1
CCOc1cc2[nH]c(=O)n(CCCCC(=O)N3CCCCCC3)c(=O)c2cc1OCC	3	2.9	2	13	44*	-2	-3	8	2
O=C(CNC1=NCCC1)c1ccc(Cl)cc1	0	-1.0	23	15	-12	0	0	26	10
CCc1noc(C)c1C(=O)Nc1cccc(S(=O)(=O)N(C)c2ccccc2)c1	9	0.6	21	26	-57	2	-4	28	11
CC(c1ccccc1)N1C(=O)c2cccnc2C1=O (centres undefined)	0	-1.2	-1	11	16	-4	-2	-9	21
CC(C)Oc1ccc(Cn2c(=O)sc3ccccc32)cc1	3	2.1	20	21	-27	-1	-1	-18	38
CC(Sc1nc(-c2ccccc2)cs1)C(=O)Nc1ccc(Cl)cn1 (centres undefined)	0	0.5	14	29	5	-11	-3	-4	-9
CCN(C(=O)C12CC3CC(CC(C3)C1)C2)C1CCS(=O)(=O)C1 (centres undefined)	-5	0.4	-1	4	17	1	2	-4	3
O=C1CCC2CCCCC2(O)O1 (centres undefined)	-1	-9.4	-11	6	5	0	2	-10	-7

4 of the compounds above, field by field.
CC(c1ccccc1)N1C(=O)c2cccnc2C1=O (centres undefined)
  APJ ag: 0
  MPTP inh: -1.2
  tim10-1 inh: -1
  tim23-1 inh: 11
  APJ antagonist: 16
  NR3A LBD binder: -4
  beta cell repl: -2
  TIM10 inh: -9
  NLRP3 yeast inh: 21
CC(C)Oc1ccc(Cn2c(=O)sc3ccccc32)cc1
  APJ ag: 3
  MPTP inh: 2.1
  tim10-1 inh: 20
  tim23-1 inh: 21
  APJ antagonist: -27
  NR3A LBD binder: -1
  beta cell repl: -1
  TIM10 inh: -18
  NLRP3 yeast inh: 38
CC(Sc1nc(-c2ccccc2)cs1)C(=O)Nc1ccc(Cl)cn1 (centres undefined)
  APJ ag: 0
  MPTP inh: 0.5
  tim10-1 inh: 14
  tim23-1 inh: 29
  APJ antagonist: 5
  NR3A LBD binder: -11
  beta cell repl: -3
  TIM10 inh: -4
  NLRP3 yeast inh: -9
CCN(C(=O)C12CC3CC(CC(C3)C1)C2)C1CCS(=O)(=O)C1 (centres undefined)
  APJ ag: -5
  MPTP inh: 0.4
  tim10-1 inh: -1
  tim23-1 inh: 4
  APJ antagonist: 17
  NR3A LBD binder: 1
  beta cell repl: 2
  TIM10 inh: -4
  NLRP3 yeast inh: 3

Carrying on.
SMILES	APJ ag	MPTP inh	tim10-1 inh	tim23-1 inh	APJ antagonist	NR3A LBD binder	beta cell repl	TIM10 inh	NLRP3 yeast inh
Clc1ccc(-n2nnc(-c3cccnc3Cl)n2)cn1	-5	0.4	6	11	3	0	-4	2	25
COc1ccccc1NS(=O)(=O)c1cc(NC(=O)C2CCC2)ccc1N1CCCCC1	-1	5.7	28	35	6	0	-7	23	-33
S=C(Nc1ccc(-c2nc3ccccc3[nH]2)cc1)Nc1cccnc1	2	-1.5	-16	15	-8	37*	-5	5	13
O=S(=O)(c1ccc(Cl)cc1)c1cc(O)ccc1O	6	0.0	1	14	-42	5	-2	7	10
CC1=CC2=NC(=O)CC(C)(C(=O)N(CC(=O)NC(C)C)C3CCCC3)N2C=C1 (centres undefined)	-3	.	0	11	-3	.	2	-5	16
C=C[C@@]1(C)CCC(/C(C)=C/C=C/C(C)(C)O)C[C@@H]1C(=C)C (some centres undefined)	3	-0.3	26	14	-15	1	-3	6	6
CCOC(=O)CC(=O)CSc1nc2ccc(C)cc2cc1C#N	1	0.3	6	9	-3	-6	-5	-4	-4
C=CCN(CC=C)S(=O)(=O)c1ccc2nc(NC(=O)C3CCCO3)sc2c1 (centres undefined)	-2	-0.7	9	41	-9	1	0	4	1
O=C1c2ccccc2S(=O)(=O)c2cc(C(=O)N(c3ccccn3)c3ccccn3)ccc21	3	0.4	41*	21	-41	0	-1	-4	8
Cc1cccc(NC(=O)CNC(=O)c2cc(C3CC3)nn2-c2ccccc2)c1C	-3	1.3	19	22	-3	2	-2	8	8
COc1ccc(C2=Nn3c(nnc3-c3ccccc3F)SC2)cc1OC1CCOC1 (centres undefined)	-3	0.4	27	11	-11	-1	4	-2	5
CS(=O)(=O)c1nc(S(=O)(=O)c2ccc(Cl)cc2)c(N2CCN(CCO)CC2)s1	-6	-0.7	12	10	-33	0	-2	-7	13
COc1ccc(-c2nc(C#N)c(NCc3ccco3)o2)cc1	2	3.1	33	23	-4	0	3	10	34
Cc1ccc(OCc2nc(C#N)c(N3CCCCC3)o2)cc1	2	3.9	13	21	-1	7	-3	1	41
CCCCOC(=O)CSc1nnc(-c2ccc(Cl)cc2Cl)o1	-3	2.6	3	7	0	2	0	-30	2
COc1ccc(-c2csc(NC(=O)Cc3cc(OC)c(OC)c(OC)c3)n2)cc1OC	1	0.6	-13	9	1	1	-2	-1	10
CCOC(=O)Cn1c(=O)cc(C)c2ccccc21	-3	-0.1	-10	-5	3	-2	0	-10	9
O=C(NCc1ccc(F)cc1)C1CC(=O)N(CCc2ccccc2)C1 (centres undefined)	-2	1.9	4	7	-28	1	-2	-9	9
CCOC(=O)NC(Nc1sc2c(c1C(N)=O)CCCC2)(C(=O)OCC)C(F)(F)F (centres undefined)	-1	-1.9	15	27	-24	1	-1	-3	6
O=C(/C=C\c1ccc2c(c1)OCO2)CC1(O)C(=O)Nc2ccccc21 (centres undefined)	0	1.5	15	49	-7	0	-3	21	-1

Taken from above.
NLRP3 yeast inh with CC1=CC2=NC(=O)CC(C)(C(=O)N(CC(=O)NC(C)C)C3CCCC3)N2C=C1 (centres undefined) : 16
tim10-1 inh with CS(=O)(=O)c1nc(S(=O)(=O)c2ccc(Cl)cc2)c(N2CCN(CCO)CC2)s1 : 12

Next section
SMILES	APJ ag	MPTP inh	tim10-1 inh	tim23-1 inh	APJ antagonist	NR3A LBD binder	beta cell repl	TIM10 inh	NLRP3 yeast inh
Cc1cc(-c2n[nH]c(=S)n2Cc2ccccc2)cs1	0	0.1	19	35	-12	-1	-1	35	-8
Cc1cc(C)c(S(=O)(=O)N2CCOCC2)c(C)c1N(C)S(=O)(=O)c1ccccc1	0	0.0	18	23	-5	2	-3	3	16
O=C(C1CC(=O)N(c2ccccc2)C1)N1CCN(c2ccccc2)CC1 (centres undefined)	-3	1.0	-5	-6	8	-8	-1	-5	25
COc1ccccc1C(=O)OCC#CCSc1nnc(-c2cccc3ccccc23)o1	-1	1.8	-7	20	-3	-1	-3	-18	19
COc1ccccc1OC(C)C(=O)N1CC(=O)Nc2ccccc21 (centres undefined)	2	-0.7	5	5	17	0	0	-2	8
C=CCNC(=O)/C(C#N)=C/c1ccc2c(c1)OCCO2	-4	0.3	43*	30	-15	-1	-2	4	6
COc1ccc(CCNCCN2CCOCC2)cc1	2	0.1	-6	-9	4	0	-4	1	16
COC(=O)[C@@]1(Cc2ccc(OC)cc2)[C@@H]2C(=CC(=O)[C@H]2CC(=O)C(=O)N2CCCC2)CN1C(=O)c1ccccc1	2	-1.0	13	32	4	4	-7	22	-1
CCc1sc(C(=O)NCc2cc(C)n(C)n2)cc1Br	-1	2.9	9	9	-18	-2	-3	6	15
CN(C(=O)CN1C(=O)/C(=C/c2ccccc2Cl)SC1=S)C1CCS(=O)(=O)C1 (centres undefined)	1	0.6	7	-9	-10	1	-1	6	2
CC(C)(C)NNC(=S)Nc1cccc(C(F)(F)F)c1	-1	3.0	27	9	3	-1	-1	-6	28
CSc1nsc(SC)c1C(=O)NCCNS(=O)(=O)c1ccc(C)cc1	-4	-0.9	-12	-15	4	0	2	-16	2
CC(=O)NS(=O)(=O)c1ccc(NC(=O)CSc2ccc(C)cc2)cc1	-2	-1.0	-2	-2	11	-3	1	4	-1
COCCCn1c(SCC(=O)Nc2cccc(C)n2)nnc1-c1ccco1	1	1.3	23	2	18	1	-4	-3	-3
NC(=O)c1ncc(C(F)(F)F)cc1Oc1cccc(C(F)(F)F)c1	-4	-3.9	6	11	15	11*	0	3	18
Cn1c2c(c(=O)n(C)c1=O)CN(Cc1ccc3c(c1)OCO3)CN2	-4	-2.2	-9	12	3	0	0	5	22

Outcome played no part in choosing rows (roughly 7.2% active in at least one column).
